Rab9 prom act: qHTS Assay for Rab9 Promoter Activators. Huh7 Rab9 promoter-luciferase reporter, luminescence, 24 h. Potency, µM (titrated, usually from 9.22 µM), for the others: top-dose activation, negative = inhibition, usual class: activators. 320,000 compounds, 2.8% hits. AID 485297, 2010; note: potency is the fitted concentration of half-maximal effect; % of control where 0% means no effect; nearly all actives have a fitted effect of over 60% in size
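Huh7 cells stably carrying Rab9 promoter–luciferase reporter, plated 1500 cells/well, compound added after 2 h and incubated 24 h at 37 °C; luciferase luminescence then read after 10 min with detection reagent.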
ELG1 genotoxic: qHTS screen for small molecules that induce genotoxicity in human embryonic kidney (HEK293T) cells expressing luciferase-tagged ELG1. HEK293T ELG1-luciferase reporter, luminescence, 16 h. 330,000 compounds, 1.3% hits. AID 504466, 2011. Potency, µM (highest dose often 46 µM), for the others: at the top dose activity change, positive = activation, usual class: activators; note: potency is the fitted concentration of half-maximal effect; % of control where 0% means no effect; nearly all actives have a fitted effect of over 60% in size
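After overnight (16 hr) compound treatment at 37 °C, ELG1-luciferase HEK293T cells were lysed with ONE-Glo; luminescence quantified 30 min later at room temperature.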
FLuc modulator: qHTS profiling assay for firefly luciferase inhibitor/activator using purifed enzyme and Km concentrations of substrates (counterscreen for miR-21 project). Luciferin 4-monooxygenase (Photinus pyralis), P08659. purified FLuc, Km substrates, luminescence inhibition. Potency, µM (top dose mostly 57.5 µM), for the others: top-dose activity change, negative = inhibition, usual class: inhibitors. 360,000 compounds, 6.9% hits. AID 588342, 2011;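 note: potency is the fitted concentration of half-maximal effect; plate controls were vehicle for no effect and reference inhibitor for full effect; nearly all actives have a fitted effect of over 55% in size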
Target sequence (P08659 whole entry, looked up): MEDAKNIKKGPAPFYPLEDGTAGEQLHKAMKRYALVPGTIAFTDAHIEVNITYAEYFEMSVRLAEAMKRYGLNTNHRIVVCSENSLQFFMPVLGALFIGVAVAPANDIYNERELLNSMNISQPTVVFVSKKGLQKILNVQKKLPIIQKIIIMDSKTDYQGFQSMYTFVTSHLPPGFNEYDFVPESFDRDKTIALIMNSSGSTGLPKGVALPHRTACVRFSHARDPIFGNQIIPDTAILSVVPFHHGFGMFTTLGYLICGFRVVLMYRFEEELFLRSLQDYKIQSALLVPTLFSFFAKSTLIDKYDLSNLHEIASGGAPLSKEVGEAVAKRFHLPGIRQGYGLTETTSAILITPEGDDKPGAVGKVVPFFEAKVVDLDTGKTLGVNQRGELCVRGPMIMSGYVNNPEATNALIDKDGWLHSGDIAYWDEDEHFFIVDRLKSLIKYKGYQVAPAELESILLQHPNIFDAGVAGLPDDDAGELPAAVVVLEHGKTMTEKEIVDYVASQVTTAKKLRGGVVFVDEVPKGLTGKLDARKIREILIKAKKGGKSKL
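Biochemical qHTS of compounds, final roughly 60 µM downward over six points, against 10 nM purified firefly luciferase using Km concentrations of substrates (10 uM D-luciferin, 10 uM ATP) in Tris acetate pH 7.5 buffer; luminescence output.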
NPC1 prom act: qHTS Assay for NPC1 Promoter Activators | Huh7 NPC1 promoter luciferase reporter, 24 h | 320,000 compounds, 2.4% hits | Potency, µM (top dose mostly 9.22 µM), inactives show top-dose activation, actives largely listed as activators | AID 485313, 2010;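 note: potency is the fitted concentration of half-maximal effect; % of control where 0% means no effect; nearly all actives have a fitted effect of over 60% in size; reporter is driven by a mutant NPC1 promoter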
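Huh7 cells stably carrying NPC1 promoter–luciferase, plated in Opti-MEM with 10% FBS for 2 h, were exposed to compound in DMSO for 24 h at 37 °C; luciferase reagent was added for 10 min and luminescence read.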
VP16 counter: VP16 counterscreen qHTS for inhibitors of ROR gamma transcriptional activity | Drosophila S2 Gal4-VP16 UAS-luciferase, luminescence, 20 h | Potency, µM (series often up to 53.6 µM), inactives show at the top dose activity, negative = inhibition, most hits filed as inhibitors | 310,000 compounds, 3.5% hits | AID 2546, 2010;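 note: Gal4-VP16 expression switched on by copper sulfate through the metallothionein promoter; potency is the fitted concentration of half-maximal effect; % is set by controls: 0 for no effect and ±100 for the full control effect; nearly all actives have a fitted effect of over 50% in size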
RORgamma inh: qHTS for inhibitors of ROR gamma transcriptional activity; Drosophila S2 Gal4-RORgamma UAS-luciferase reporter, 20 h; Potency, µM (highest dose often 53.6 µM), without a hit: top-dose activity change, negative = inhibition, most hits filed as inhibitors; 310,000 compounds, 5.4% hits; note: potency is the fitted concentration of half-maximal effect; % is set by controls: 0 for no effect and ±100 for the full control effect; nearly all actives have a fitted effect of over 60% in size
Target sequence (P51450 whole entry, looked up, the tested form may be a part): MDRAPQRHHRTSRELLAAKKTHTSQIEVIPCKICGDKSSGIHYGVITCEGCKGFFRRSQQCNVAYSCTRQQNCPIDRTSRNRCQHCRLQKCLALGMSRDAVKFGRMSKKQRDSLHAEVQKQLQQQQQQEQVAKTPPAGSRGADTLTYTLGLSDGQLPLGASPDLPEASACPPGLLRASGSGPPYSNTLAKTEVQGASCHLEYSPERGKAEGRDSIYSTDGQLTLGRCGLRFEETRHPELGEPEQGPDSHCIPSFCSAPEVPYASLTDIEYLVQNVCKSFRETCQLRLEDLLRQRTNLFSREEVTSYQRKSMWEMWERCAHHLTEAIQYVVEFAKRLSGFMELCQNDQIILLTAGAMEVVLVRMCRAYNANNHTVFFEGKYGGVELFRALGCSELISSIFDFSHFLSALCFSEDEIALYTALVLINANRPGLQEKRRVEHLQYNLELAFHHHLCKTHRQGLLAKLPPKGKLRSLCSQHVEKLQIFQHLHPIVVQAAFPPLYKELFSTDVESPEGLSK
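Drosophila Schneider cells stably carrying a metallothionein-driven Gal4 DBD–ROR gamma fusion and a UAS-Photinus luciferase reporter were exposed to compound for 1 hr, then induced with copper sulfate (700 uM final) for 20 hr at ambient temperature before luminescence reading.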
Giardia killer: Small Molecules that selectively kill Giardia lamblia: qHTS. Giardia lamblia trophozoite viability. activity change, % at 7.66 µM, hits read low. 340,000 compounds, 0.15% hits; in the data active = activity change below about -80%; inconclusive = between about -30% and that limit;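 note: parasites exposed to compound for two days anaerobically before the ATP read; % is set by controls: 0 for no effect and ±100 for the full control effect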
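Compounds were tested on trophozoites seeded at 100 cells/well and held 48 hrs at 37 deg C anaerobically. An ATP-based luminescent kit measured the remaining live cells.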
Tb PFK block: qHTS Assay to Find Inhibitors of T. brucei phosphofructokinase | ATP-dependent 6-phosphofructokinase (Trypanosoma brucei brucei), O15648 | T. brucei PFK, ADP-Glo luminescence | Potency, µM (doses to about 57.5 µM), for the others: at the top dose activity, negative = inhibition, actives largely listed as inhibitors | 330,000 compounds, 0.17% hits;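 note: potency is the fitted concentration of half-maximal effect; 0% = uninhibited 1x PFK enzyme wells and -100% = no-enzyme wells; nearly all actives have a fitted effect of over 60% in size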
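Luminescent ADP detection (ADP-Glo, two-step: ATP depletion then ADP-to-ATP conversion for luciferase) reported PFK activity after 45 min room-temperature reaction of 1.25 nM enzyme with 0.5 mM F6P and 0.1 mM ATP at pH 8.0.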
KCNH2 3.1 block: qHTS for Inhibitors of KCHN2 3.1: Mutant qHTS; Potassium voltage-gated channel subfamily H member 2, brain isoform KCNH2 3.1 (human); U2OS KCNH2 3.1, thallium flux FluxOr; stronger effect = lower value; activity change, % (tested at about 1.8 µM); 340,000 compounds, 0.95% hits; AID 720553, 2013;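 active = maximum activity change below -70%; inconclusive = maximum activity change from -70% to -50%; inactive = maximum activity change above -50%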;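 note: thallium influx rate constant from kinetic fluorescence after stimulation buffer; % is set by controls: 0 for no effect and ±100 for the full control effect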
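Channel expression came from 3.1 mutant virus (1.77 x 10^8 /mL) applied to suspended U2OS cells for 4 h. Flux was tracked with FluxOr dye plus Red40 quencher, and kinetic rate constants normalized to controls.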
FBPA coupling cs: qHTS Assay for Inhibitors of Fructose-1,6-bisphosphate Aldolase from Giardia Lamblia: Coupling assay counterscreen | coupling enzyme system counterscreen, AmpLite Red fluorescence | activity change, negative = inhibition, % at 58.2 µM, hits read low | 290,000 compounds, 0.67% hits; in the data active = activity change below about -30%; note: % is set by controls: 0 for no effect and ±100 for the full control effect
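Final compound at 57.5 uM, incubated 10 min at RT with coupling enzyme reagent (glyceraldehyde-3-phosphate), then 20 min with substrate and AmpLite Red detection. Fluorescence read at 525/598 nm; tests interference with the coupling assay, not aldolase inhibition.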
uPA generation: qHTS for Inhibitors of Cell Surface uPA Generation; 330,000 compounds, 0.31% hits; cell surface uPA generation assay, qHTS; AID 540303, 2011; Potency, µM (doses to about 38.3 µM), inactives show at the highest dose activity change, negative = inhibition, usual class: inhibitors; active = well fitted inhibition curve with a large enough effect; inconclusive = small, poorly fitted or top-dose-only effect; inactive = no such curve, though single readings can be large or run the other way; tested in mouse RAW 264.7 cells; note: potency is the fitted concentration of half-maximal effect; % is set by controls: 0 for no effect and ±100 for the full control effect; nearly all actives have a fitted effect of over 55% in size
Numbers without * were called inactive; ? = inconclusive; nt = not tested or not shown; & = joins results of further samples; [ ] = another dose, or the depositor's remark. Unless noted, calls come from the whole dose curve; as a rule, active = well fitted curve in the direction sought with a large enough effect; inconclusive = small, poorly fitted or top-dose-only effect, or another doubt; inactive = no such curve, though single readings can be large; an effect the other way counts as inactive or inconclusive. An unsorted share of the library, and some 14% of all compounds hit somewhere here.

SMILES	Rab9 prom act	ELG1 genotoxic	FLuc modulator	NPC1 prom act	VP16 counter	RORgamma inh	Giardia killer	Tb PFK block	KCNH2 3.1 block	FBPA coupling cs	uPA generation
Fc1ccccc1/C=N/n1c(-c2cccnc2)n[nH]c1=S	-6%	2%	-3%	1%	-13%	?	8	-11%	-16	3	-3%
CCN(CC(=O)NC1CCS(=O)(=O)C1)S(=O)(=O)c1ccc(Cl)c(C(F)(F)F)c1 (stereo not given)	-3%	4%	10%	-3%	nt	nt	-3	-6%	11	nt	0%
S=C(NCc1ccco1)N/N=C/c1cccnc1	1%	-3%	-3%	-5%	?	11µM*	?	1%	-10	-2	8%
COC(=O)c1ccc(CN2CCN(CCC(C)C)C(CCO)C2)cc1 (stereo not given)	-8%	-1%	1%	-3%	-8%	-31%	16	3%	-4	5	3%
CSC[C@H](NC(=O)COc1cc2c(c3oc(=O)cc(C)c13)CCC(C)(C)O2)C(=O)O	-5%	0%	-23%	1%	?	-6%	-11	1%	3	6	-2%
COc1cccc(NC(=O)c2nnn(Cc3ccc(Br)cc3F)c2N)c1	20%	?	2%	14%	-17%	0%	8	0%	10	-1	7%
Cc1ccc(C)c(CN2C(=O)COc3ccc(C(=O)c4ccccc4C(=O)O)cc32)c1	-3%	-9%	0%	0%	-20%	?	17	13%	2	-35*	-3%
C=CC#CC1(O)CC(C)[N+](C)(C)CC1C (stereo not given)	7%	-1%	-9%	4%	-3%	-5%	33[activator]	-6%	5	-1	nt
COc1ccc(N2CCN(C(=O)c3ccc(CNS(=O)(=O)c4cc(C)ccc4C)cc3)CC2)cc1	-10%	-12%	5%	-3%	-4%	2%	4	0%	2	nt	?
Cc1cc(-c2ccccc2)n(-c2ccc(C(N)=O)cc2)n1	-3%	1%	7%	1%	4%	-6%	-22	0%	7	0	2%
O=C(CCOc1ccccc1)Nc1ccnn1C1CCN(Cc2ccc(F)cc2)CC1	6%	-8%	2%	-2%	3%	-2%	-8	0%	-24	nt	5%
O=C1CN(C(=O)c2cccc(Br)c2)c2ccccc2N1	-6%	0%	-1%	-23%	-7%	-3%	17	0%	9	2	nt
COCc1c(C(=O)Nc2nc(C)cs2)oc2ccccc12	1%	-1%	?	-1%	?	?	-2	-13%	3	-3	-17%
CCC(=O)N1CCc2cc(Br)cc(S(=O)(=O)NCCCN(C)Cc3ccccc3)c21	0%	-3%	4%	-1%	3%	17%	19	-2%	-20	0	0%
CCOc1cc(/C=N/n2nnnc2N)ccc1OCc1c(C)no[n+]1[O-]	3%	1%	1%	-1%	?	8%	-20	3%	-6	0	-4%
COc1ccc(C(=O)NCc2nnc(SCC(=O)Nc3ccccc3F)o2)cc1	-4%	28%	-15%	1%	-2%[10 µM]	-1%	10	-3%	4	1	14%
S=C(NCCc1ccccc1)N1CCc2ccccc2C1	27%	11%	?	?	?	?	-3	0%	2	-2	3%
CCNCC(=O)Nc1c(C)cccc1C	2%	-8%	0%	14%	nt	nt	5	0%	0	nt	9%
C[C@H](NC(=O)c1ccco1)C(=O)OCC(=O)N1CC(=O)Nc2ccccc21	nt	0%	nt	nt	nt	nt	26	-1%	0	nt	2%
O=C(C1CCN(C2CCN(Cc3ccc4cc(F)ccc4n3)CC2)CC1)N1CCCC1	-19%	-12%	2%	-12%	-10%	27%	-1	-2%	-47	8	-3%
O=C(CSCCO)Nc1ccc([N+](=O)[O-])cc1	-5%	-8%	-1%	-1%	1%	2%	3	-1%	-1	2	5%
COc1ccccc1NS(=O)(=O)c1c(C)nc2sccn2c1=O	0%	3%	-2%	-6%	6%	18%	4	3%	0	0	10%
O=C(CNC(=O)c1cccc(F)c1)N/N=C/c1cccs1	0%	-6%	?	-3%	5%	0%	25	5%	-3	-2	3%
CC(CNC(=O)c1ccc(N)cc1)NC(=O)c1ccc(N)cc1 (stereo not given)	-5%	2%	-1%	2%	15%	-4%	16	3%	9	3	-1%
COc1cc(NC(=O)CSc2nc3cc(C)ccc3cc2C)c(C(=O)O)cc1OC	-1%	-1%	7%	-6%	-6%	16%[10 µM]	3	0%	2	7	3%
CCOC(=O)C1(Cc2ccccc2)CCCN(C(=O)c2cn[nH]c2)C1 (stereo not given)	0%	1%	-1%	1%	-1%	-9%	-3	2%	-14	1	2%
N#CCCN(C(=O)COC(=O)c1cc(S(=O)(=O)N2CCOCC2)ccc1Cl)c1ccc(F)cc1	-3%	-8%	3%	-3%	nt	nt	-14	-6%	8	nt	-15%
COc1ccc(OCCCC(=O)NCc2ccco2)cc1	-4%	-1%	-2%	5%	-8%[0.365 µM]	-4%	3	-1%	13	0	2%
CCn1c(SCC(=O)c2ccc(NC(C)=O)c(OC)c2)nnc1-c1ccc(NS(C)(=O)=O)cc1	11%	0%	5%	0%	-13%	-14%	6	3%	-2	-1	-5%
COC(=O)C1CN(C(=O)COc2cc(C)c(Cl)c(C)c2)c2ccccc2O1 (stereo not given)	1%[1.84 µM]	-6%	0%	-6%	2%	-11%	-15	-1%	-12	2	-1%
COC(=O)c1ccc(CSc2nnc(C)n2N)o1	10%	10%	4%	-2%	-2%	2%	-7	0%	-5	-22	3%
Cc1ccc(N2CC(c3nc4ccccc4n3C)CC2=O)cc1C (stereo not given)	-12%	-6%	1%	-1%	-7%	-7%	11	-2%	-18	2	7%
COc1cc2c(cc1OC)C(C)N(Cc1ccc3c(c1)OCO3)CC2 (stereo not given)	-1%	-5%	-1%	-2%	4%	0%	0	5%	7	1	?
CCS(=O)(=O)N1CCN(C(=O)c2ccc(-c3ccccc3)cc2)CC1	-7%	-6%	-7%	1%	-20%	?	-10	-2%	0	10	2%
O=C(CSc1ccc(-c2ccco2)nn1)c1ccccc1	?	13%	27µM*	16%	-9%	-35%	5	?	-10	2	-2%
Cc1c(NC(=O)C(C)N2C(=O)c3ccccc3C2=O)c(=O)n(-c2ccccc2)n1C (stereo not given)	6%	-1%	1%	-1%	0%	-10%	-20	-2%	7	0	7%
O=C(N/N=C/c1sc(N2CCOCC2)nc1-c1ccccc1)c1ccc(O)cc1	-1%	13%	?	2%	-3%	5%	3	-1%	-15	-1	4%
Cc1ccc(NC(=O)CCc2nnc3ccc(NCc4ccco4)nn23)nc1	1%	16%	2%	1%	-8%	7%	21	-19%	20	-2	2%
CCC(C(=O)NCc1ccco1)n1nc(C)c2c(C)n(-c3ccc(C)cc3)nc2c1=O (stereo not given)	1%	-6%	3%&-12%	-3%	-1%	3%	1	1%	4	5	-10%
O=CN1CCN(C(C(=O)NC2CCCC2)c2ccc(Cl)cc2)CC1 (stereo not given)	10%	3%	-7%	13%	-17%	10%	8	2%	4	-3	0%
CC(=O)c1ccc(N2CCN(C(=O)c3ccc4nc[nH]c4c3)CC2)cc1	2%	-2%	1%	-3%	-9%	4%	-20	-1%	-5	2	1%
COc1cccc(-c2cc(C(=O)N3CCN(S(=O)(=O)c4ccccc4)CC3)[nH]n2)c1	-8%	-9%	-8%	1%	2%	30%	-12	-1%	4	2	?
CCCCn1c(N)c(N(CCC(C)C)C(=O)COC(=O)c2ccco2)c(=O)[nH]c1=O	-2%	0%	0%	-5%	4%	11%	8	20%	-27	1	2%
CN(CC(=O)Nc1cccc(S(=O)(=O)N(C)C)c1)Cc1ccccc1	12%	6%	-14%	11%	-4%	28%	15	-11%	16	0	3%
CC(C)Oc1ccc(CCC(=O)N/N=C/c2ccc3c(c2)OCO3)cc1	-2%	-6%	?	3%	-6%	-12%	-2	2%	1	-5	5%
O=c1[nH]c(-c2ccccc2O)nc2c1CCCC2	-4%	-3%	-11%	2%	7%	14%	-7	-5%	3	2	5%
CCOc1ccc(CN2CCN(CC3=Cc4cccc(OC)c4OC3)CC2CCO)cc1 (stereo not given)	-20%	7%	-3%	-8%	2%	11%	-9	0%	32	-2	-13%
CCn1c(O)c(N=NC(=O)CNC(=O)c2ccco2)c2ccccc21	1%	0%	2%	-2%	-2%	-6%	-10	12%	0	2	?
COc1ccc(S(=O)(=O)N2CCCCCC2)cc1C(=O)NCCOc1ccc(C)cc1	0%	-3%	4%	3%	nt	nt	-21	1%	-13	nt	-10%

Screening results from PubChem.
